TbHK1 inh: blocks Trypanosoma brucei hexokinase 1 activity. recombinant TbHK1, G6PDH-coupled NADH A340. hit rate 0.11% among 220,000. inhibition, % at 10 µM;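 active = inhibition of 50% or more in the single-dose primary screen; inactive = inhibition below 50%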
14-3-3 Bad PPI: disrupts binding of bovine 14-3-3 zeta to phospho-Bad peptide; P63103; TR-FRET 14-3-3zeta/Dy647-pBad peptide displacement, 1 h; inhibition, % at 21.7 µM; hit rate 0.71% among 220,000;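 active = inhibition above about 70%, limit read from the data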;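 also: 0% = full 14-3-3 plus peptide FRET controls and 100% = background without 14-3-3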
Target sequence (P63103 whole entry, looked up): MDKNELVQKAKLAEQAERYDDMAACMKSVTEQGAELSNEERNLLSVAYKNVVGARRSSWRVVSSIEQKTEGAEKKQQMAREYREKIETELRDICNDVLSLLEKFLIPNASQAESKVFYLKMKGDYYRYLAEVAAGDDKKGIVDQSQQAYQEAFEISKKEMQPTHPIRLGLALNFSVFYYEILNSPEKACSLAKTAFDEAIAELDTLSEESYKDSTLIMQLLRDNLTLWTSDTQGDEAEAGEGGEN
eIF4E 4G PPI: blocks eIF4E binding to eIF4G | P63073+Q04637 | TR-FRET eIF4E-eIF4GI(517-606) binding, 2 h | inhibition, % at 21.7 µM | hit rate 0.37% among 220,000;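 active = inhibition above about 30%, limit read from the data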;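 also: 0% = full FRET control wells and 100% = background wells lacking eIF4GI fragment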
EP2 modulator: modulators of human EP2 prostaglandin E2 receptor; P43116; EP2-expressing cells, cAMP HTRF FRET, PGE2 co-stimulation; induction, % at 25 µM; hit rate 0.83% among 260,000; AID 940;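 active = compounds whose cAMP rise, as percent of the full-agonist control response, exceeds 60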;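 also: rat C6 glioma line stably carrying human EP2 under a CMV promoter; the protocol text gives 20 µM as final concentration; 100% = response of wells given 1 µM PGE2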
Target sequence (P43116 whole entry, looked up): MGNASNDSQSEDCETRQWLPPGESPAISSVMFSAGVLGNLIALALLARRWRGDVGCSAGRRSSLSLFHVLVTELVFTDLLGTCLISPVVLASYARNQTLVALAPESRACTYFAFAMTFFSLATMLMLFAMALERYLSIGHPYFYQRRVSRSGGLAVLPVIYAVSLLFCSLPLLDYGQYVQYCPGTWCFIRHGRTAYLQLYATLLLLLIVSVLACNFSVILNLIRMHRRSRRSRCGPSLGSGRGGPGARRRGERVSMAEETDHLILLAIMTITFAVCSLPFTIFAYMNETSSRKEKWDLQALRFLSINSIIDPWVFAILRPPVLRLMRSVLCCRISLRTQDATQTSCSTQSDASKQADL
zVAD death inh: L929 zVAD cell death inhibition | L929 zVAD necroptosis rescue, ATP luminescence, 24 h; with zVAD 60 µM | viability rescue, % at 10 µM | hit rate 0.38% among 220,000;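 active = activation, scaled between plate controls, above about 75%, limit read from the data; inactive = activation under that limit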;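 also: 0% = zVAD with DMSO and 100% = DMSO alone without zVAD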
Calpain2 inh: calpain II (pig) inhibition; hit rate 0.37% among 220,000; inhibition, % at 16 µM; AID 1236; purified calpain II, fluorogenic peptide substrate, 30 min;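 active = inhibition above about 50%, limit read from the data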
PGE2 EP2 inh: inhibitors of human EP2 prostaglandin E2 receptor | P43116 | C6 glioma cells expressing human EP2, cAMP TR-FRET; cells stimulated with saturating PGE2 | inhibition, % at 25 µM | hit rate 0.52% among 260,000;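 active = percent inhibition above 40 after rounding to a whole number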;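 also: rat C6 glioma host cells with rolipram phosphodiesterase inhibitor present; the protocol text gives 20 µM as final concentration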
Rad51 HR inh: blocks human Rad51 in homologous recombination; Q06609; hRad51 DNA strand exchange, fluorescence dequenching; inhibition, % at 10 µM; hit rate 0.085% among 200,000;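 active = inhibition above 40% at the single screening dose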;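 also: 0% = DMSO control wells and 100% = blanks with heterologous ssDNA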
Target sequence (Q06609 whole entry, looked up): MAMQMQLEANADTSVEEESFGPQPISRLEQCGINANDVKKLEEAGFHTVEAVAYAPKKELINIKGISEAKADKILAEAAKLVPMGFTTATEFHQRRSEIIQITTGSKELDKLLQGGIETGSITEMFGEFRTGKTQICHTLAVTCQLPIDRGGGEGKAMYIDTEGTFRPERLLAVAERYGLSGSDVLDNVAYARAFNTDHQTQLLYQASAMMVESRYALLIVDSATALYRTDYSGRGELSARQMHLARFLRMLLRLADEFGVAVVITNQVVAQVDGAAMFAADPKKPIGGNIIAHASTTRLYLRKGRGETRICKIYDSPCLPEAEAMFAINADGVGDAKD
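Material: hRad51 filaments on single-stranded DNA; Reagent: Donor/quencher-labelled 47-bp dsDNA substrate; Compound: 10 µM final, single point; Schedule: 37 °C 15-min filament assembly, 30-min compound preincubation, 15-min exchange; Technique: FRET fluorescence, excitation 485 nm, emission 520 nm; Benchmarks: control wells and blank wells on each plate.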
Hck-Nef inh: blocks Nef-activated human Hck kinase. Recombinant Hck-YEEI plus Nef, Z-Lyte FRET kinase assay. inhibition, % at 20 µM. hit rate 0.68% among 220,000. AID 463187;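 active = Hck-Nef kinase inhibition above about 50%, limit read from the data; inactive = inhibition below that limit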;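 also: 0% = DMSO with Hck plus Nef and 100% = Hck alone without Nef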
Numbers without * were called inactive; i = inactive; . = no result given; [ ] = remark or other dose. A portion of the library; the hit share may differ from the screen's.

SMILES | TbHK1 inh | 14-3-3 Bad PPI | eIF4E 4G PPI | EP2 modulator | zVAD death inh | Calpain2 inh | PGE2 EP2 inh | Rad51 HR inh | Hck-Nef inh
O=C(Nc1ccc2snnc2c1)N1CCOCC1 | -2.1 | . | . | -7.6 | 0.1 | -19.4 | 0.0 | -3.2 | -0.8
COc1cc(C2C(C#N)=C(N)Oc3c2ccc2ccccc32)ccc1OCC(=O)Nc1ccccc1C (stereo not given) | -3.0 | -10.0[fluorescence artefact?] | 2.8 | 1.4 | 2.0 | -32.8 | 2.3 | -5.9 | 2.0
CN1CCN(c2nc3c(c(=O)[nH]c(=O)n3C)n2CCCSc2nnnn2-c2ccccc2)CC1 | 3.8 | -5.6 | -0.5 | -7.0 | -0.6 | 31.2 | 3.5 | . | -8.3
CC1(C)Cc2nc3sc4c(=O)n(CC(N)=O)cnc4c3cc2CO1 | -10.7 | 2.7 | 3.1 | 0.7 | -0.3 | 1.0 | . | 5.8 | -1.4
CCC(=O)NC1OC(CO)C(O)C(O)C1O (stereo not given) | -3.6 | -13.9 | 0.2 | 18.3 | -0.1 | -31.1 | 3.3 | 2.1 | 19.2
CC(=O)N1CCc2cc(Br)cc(S(=O)(=O)CCC(=O)N3CCN(c4ccccn4)CC3)c21 | -3.9 | -14.9 | -1.5 | 24.8 | 0.9 | -31.6 | 1.0 | -4.4 | 25.3
CS(=O)(=O)NCc1csc(-c2ccccc2)n1 | 2.4 | 0.1 | -5.2 | 13.7 | 0.9 | -6.4 | 1.1 | -0.8 | 9.3
CCOC(=O)c1nc(-c2ccccc2)oc1N1CCOCC1 | -9.8 | 25.7 | 13.4 | 8.7 | 4.5 | -188.7 | 5.2 | -7.1 | -5.6
CCc1cc2ccc(OC)cc2nc1SCC(=O)NNC(C)=O | -14.8 | 6.6 | 1.5 | 23.5 | 3.0 | -20.9 | 5.5 | 3.7 | 24.2
CN(C)C=Nc1ncc2c3ccccc3n(CCN(C)C)c2c1C#N | -49.1 | 8.2 | -1.9 | -8.0 | 90.8* | -94.8 | 15.3 | -0.7 | 9.6
COC(=O)c1ccc(NC(=O)CSC2=NCCN2)cc1 | 1.2 | -3.6 | 2.5[fluorescence artefact?] | 18.5 | 91.7* | -14.8 | 5.5 | -5.3 | 2.6
CCCCc1ccc(NC(=S)N2CCC(O)CC2)cc1 | -0.1 | -10.6 | -1.7 | -29.2 | 6.1 | -10.2 | 6.8 | 2.4 | 19.5
Cc1ccc(-n2nnc3c(SCC(=O)NCC4CCCO4)ncnc32)cc1 (stereo not given) | -5.2 | 3.4[fluorescence artefact?] | -6.0[fluorescence artefact?] | 3.8 | 0.4 | 30.7 | 2.4 | -2.9 | -0.9
Cc1c(CN2CCC(CO)(Cc3cccc(C(F)(F)F)c3)CC2)c2ccccc2n1C | -7.0 | -3.4 | 0.2 | -26.6 | 1.2 | -27.0 | 8.6 | . | 10.8
CCCN1C=CC(=CC=C(C#N)C#N)C=C1 | -5.3 | -2.4 | 6.9 | 7.7 | -0.6 | 18.5 | 5.4 | -344.1 | -3.3
CC(=C/C(=O)O)/C(=C\c1ccc(Br)o1)C(=O)O | -5.0 | -1.2 | -0.8 | 24.0 | 0.0 | -14.2 | 11.6 | . | -8.9
O=C(COc1ccccc1Cl)NC(=S)Nc1ccc(CN2CCOCC2)cc1 | -10.7 | -6.6[fluorescence artefact?] | -1.0 | -43.9 | 0.3 | -2.5 | 12.4 | . | 4.7
CCOC(=O)C1CCCN(c2cc(C)nc3cc(-c4ccc(Cl)cc4)nn23)C1 (stereo not given) | -0.8 | 0.5 | 1.7 | 53.8 | 0.1 | -48.5 | 13.9 | 15.9 | 14.0
CCOC(=O)CSc1nnc(Cc2cc(=O)[nH]c(=O)[nH]2)n1-c1ccc(Cl)cc1 | -1.8 | 3.2 | 2.7[fluorescence artefact?] | 12.5 | 0.7 | 2.0 | 4.2 | 11.8 | -0.9
Cc1[nH]c2ccccc2c1/C=C/c1nc2ccccc2c(=O)n1-c1cccc([N+](=O)[O-])c1 | 2.9 | 17.6[fluorescence artefact?] | -0.2 | 1.2 | -0.4 | 24.4 | 12.1 | -11.6 | 6.1

Three entries out of the list, ordered by heavy-atom count, falling.
SMILES | TbHK1 inh | 14-3-3 Bad PPI | eIF4E 4G PPI | EP2 modulator | zVAD death inh | Calpain2 inh | PGE2 EP2 inh | Rad51 HR inh | Hck-Nef inh
O=C(COc1ccccc1Cl)NC(=S)Nc1ccc(CN2CCOCC2)cc1 | -10.7 | -6.6[fluorescence artefact?] | -1.0 | -43.9 | 0.3 | -2.5 | 12.4 | . | 4.7
COC(=O)c1ccc(NC(=O)CSC2=NCCN2)cc1 | 1.2 | -3.6 | 2.5[fluorescence artefact?] | 18.5 | 91.7* | -14.8 | 5.5 | -5.3 | 2.6
CCCN1C=CC(=CC=C(C#N)C#N)C=C1 | -5.3 | -2.4 | 6.9 | 7.7 | -0.6 | 18.5 | 5.4 | -344.1 | -3.3

Continued:
SMILES | TbHK1 inh | 14-3-3 Bad PPI | eIF4E 4G PPI | EP2 modulator | zVAD death inh | Calpain2 inh | PGE2 EP2 inh | Rad51 HR inh | Hck-Nef inh
O=C(Nc1nnc(-c2ccncc2)s1)C1CCCO1 (stereo not given) | -23.8 | -10.4 | 18.1 | 46.2 | -0.1 | -276.9 | 9.2 | 7.6 | 0.5
CCOC(=O)C1=C(C)OC(N)=C(C#N)C1c1cccs1 (stereo not given) | -17.6 | -0.6 | -0.8 | 32.9 | 2.5 | -12.1 | 11.3 | 4.9 | -4.5
CCOC(=O)Cc1csc(NC(=O)c2c(O)c3c(n(CC(C)C)c2=O)CCCC3)n1 | -44.0 | 2.2 | 6.2 | 15.8 | 1.2 | -28.3 | 2.1 | 12.8 | 2.2
COc1ccc(OC)c(NC(=O)Cn2c(CCC(=O)O)ccc2-c2ccccc2)c1 | -4.8 | -7.1 | 4.1 | -1.9 | 0.9 | -25.5 | 8.1 | 2.9 | 1.3
Cc1occc1C(=O)Nc1nccs1 | -4.4 | -4.8 | -6.2 | 13.0 | 5.9 | -31.8 | 15.2 | 0.1 | 11.6
Cc1ccc(NC(=O)Nc2ccc3oc(C)nc3c2)cc1 | 1.9 | 32.9 | -2.2 | -20.6 | 4.3 | 3.0 | 15.0 | -3.6 | 1.5
CCc1cccc(N(C(=O)c2csnn2)C(C(=O)NC(C)(C)C)c2ccccn2)c1 (stereo not given) | -1.5 | -9.6 | 2.9 | 24.0 | 0.7 | -15.0 | 5.5 | 0.5 | 17.8
C1CCC2(CC1)OCC1(CO2)COC2(CCCCC2)OC1 | -4.4 | 5.2 | 6.3 | 23.0 | -0.1 | 12.3 | 9.6 | -1.9 | -4.5
c1coc(-c2nc3nc4ccccc4nc3n2-c2ccc3c(c2)OCCO3)c1 | -24.6 | 7.6 | -2.9 | 16.6 | 0.2 | -20.5 | 14.7 | -6.0 | -3.0
O=C(Nc1cccn(Cc2c(Cl)cccc2Cl)c1=O)C1CC1 | -5.4 | -2.9 | -0.2 | -16.2 | 1.7 | 0.0 | 8.9 | 3.1 | -4.8
CCOC(=O)N1CCN(CC(O)COCc2ccc(OC)c(OC)c2)CC1 (stereo not given) | 5.8 | -6.2 | 0.6 | -1.9 | 1.6 | -1.0 | 6.6 | 13.6 | 0.6
Cc1cnn(C(=S)NCc2ccco2)c1 | 0.9 | -4.9 | -4.8 | 21.7 | -0.8 | -120.5 | 8.8 | -4.5 | -3.8
CCc1nc(C)ccc1OCC(=O)NCCCN(C)C | 10.1 | 67.6[fluorescence artefact?] | -3.6 | 12.5 | -0.1 | -10.1 | 4.2 | -17.6 | 2.5
COc1cc(OC)nc(NC(=O)CCl)n1 | -6.0 | 1.4 | 0.2 | -9.3 | -0.2 | 8.4 | 9.3 | 3.4 | 3.7
O=C(O)CCc1cccnc1 | 9.2 | 0.2 | -3.6 | -12.3 | -0.1 | -5.6 | 1.6 | 18.3 | 17.0
COCCNC(=O)c1cnn2c(C(F)(F)F)cc(-c3ccc4c(c3)OCO4)nc12 | -6.3 | -2.5 | -9.4 | 28.8 | 0.0 | i | 11.1 | -7.4 | -0.1
CCN(CC)CCC/C(=N\O)C(O)(c1ccccc1)c1ccccc1 | 4.8 | -3.4 | 3.0 | 3.4 | -1.8 | 3.9 | 5.6 | -2.8 | 21.5
Clc1ccccc1-c1nc(/C=N/N2CCOCC2)c2ccccn12 | -22.5 | -7.4 | 5.9 | 12.5 | 1.8 | -7.0 | 2.4 | -20.7 | -11.0
Cc1ccccc1OCCNC(=O)/C=C/c1ccc([N+](=O)[O-])cc1 | 0.8 | 19.7 | -0.8[fluorescence artefact?] | -78.1 | 0.4 | 23.2 | 11.8 | -8.8 | 0.3
CC1=NN(c2ccc(F)cc2)C(=O)C1C(c1cccc(O)c1)c1c(C)[nH]n(-c2ccc(F)cc2)c1=O (stereo not given) | -7.6 | 10.6 | -3.4 | -4.7 | -0.3 | 35.0 | 10.9 | 3.4 | -0.7
Cc1cc(C(=O)CSc2nnc(-c3ccco3)o2)c(C)n1Cc1ccco1 | 0.7 | 15.2[fluorescence artefact?] | 3.0 | 11.2 | 3.3 | -32.2 | . | . | 11.8
CCCCC(=O)Nc1ccc(C(=O)N(CC)c2ccccc2C)cc1 | -4.3 | -5.8 | 1.4 | -20.7 | 3.8 | 7.1 | 12.1 | -3.7 | -18.9
Cc1ccc(C2C=C(c3ccccc3)Nc3nc(N4C(=O)CCC4=O)nn32)cc1 (stereo not given) | -11.9 | -11.8 | 3.8 | -18.5 | 1.1 | -150.4 | 4.0 | -38.6 | -54.8
O=C(NC12CC3CC(CC(C3)C1)C2)N1CCC(n2nnc3ccccc32)CC1 | 3.0 | 0.1 | 5.8 | 12.3 | 4.2 | 15.1 | 5.5 | 4.1 | -1.1
C=CCNC(=O)c1ccc(CNS(=O)(=O)c2ccc(NC(C)=O)cc2)cc1 | -10.1 | 6.3[fluorescence artefact?] | 4.0[fluorescence artefact?] | 15.6 | 0.6 | 4.0 | 7.3 | -1.7 | 1.4
CCOc1ccc(C(=O)Nc2cnn(Cc3ccc(Cl)c(Cl)c3)c2)cc1 | -5.5 | 12.4 | 6.7 | -39.0 | 0.1 | 13.8 | 3.7 | -8.9 | -1.4
CN(C)S(=O)(=O)c1cccc(C(=O)Nc2ccccc2[N+](=O)[O-])c1 | -7.6 | -1.6 | 2.5[fluorescence artefact?] | -6.6 | -0.3 | 1.9 | 2.6 | 2.6 | -0.9
O=C(NN1C(=O)/C(=C/C=C/c2ccco2)SC1=S)c1ccncc1 | 4.4 | 70.8* | 37.0* | -19.5 | 0.0 | 16.7 | 6.7 | . | 90.4*
COC(=O)CSc1nnc(NC(=O)/C=C\c2ccc3c(c2)OCO3)s1 | -6.6 | 5.0 | -5.8 | 10.0 | 0.6 | 23.4 | 8.0 | 0.4 | 4.2
CC(C)n1nc(C(=O)OCC(=O)N2CC(=O)Nc3ccccc32)c2ccccc2c1=O | 1.0 | 1.3 | -1.0 | 11.4 | 1.0 | 12.2 | 5.8 | -0.4 | 0.8
Cn1c(=O)c2c(nc(CN3CCN(c4ccccc4)CC3)n2Cc2ccccc2Cl)n(C)c1=O | -4.8 | -9.4 | -7.5[fluorescence artefact?] | 57.6 | -0.3 | -24.6 | 5.6 | -8.5 | -0.2
C=C(C)C1CC=C(C)/C(=N/NC(=O)c2ccc(NC(=O)CC)cc2)C1 (stereo not given) | -5.5 | -1.6[fluorescence artefact?] | -2.2 | -27.9 | 0.7 | 0.2 | 10.0 | 0.3 | 1.3
Cc1ccc(-n2nc3c(c2NC(=O)c2ccc4c(c2)OCO4)CSC3)cc1 | -12.7 | -8.6 | -4.4 | 25.8 | -0.2 | 12.9 | 6.6 | -4.5 | -1.2
COC(=O)c1c(NC(=O)/C=C/C(=O)O)sc(C)c1-c1ccc(C(C)C)cc1 | 1.3 | -0.2 | 0.2 | -18.3 | -0.5 | -17.8 | 10.4 | -2.9 | 20.9

Screens deposited in PubChem by several laboratories.
